Screening data deposited in PubChem by National Center for Advancing Translational Sciences (NCATS).
S3 lipid droplet – qHTS Assay for Lipid Storage Modulators in Drosophila S3 Cells; Drosophila S3 cells, BODIPY lipid droplet fluorescence, 18-24 h; cells fed with added oleic acid; AID 2685; 320,000 compounds, 0.64% hits; Potency in µM for hits, for the others lipid storage change, negative = inhibition, % at the top dose, mostly 46.1 µM; active = well fitted inhibition curve with a large enough effect in the signal ratio, with a control signal flat, not every such curve was filed as active; inconclusive = small, poorly fitted or top-dose-only effect, or effect the other way, or a change in a side signal; the % refers to the signal ratio
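Drosophila S3 cells got compounds at several concentrations plus oleic acid (400 uM solution). Laser-scanning cytometry with 488 nm excitation read lipid droplets at 500-530 nm and cells at 575-640 nm. Percent activity was relative to 20 uM Triacsin C.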
S3 lipid droplet cell count max – second read-out of S3 lipid droplet, no call of its own (marks repeat the call); cell number change, %; measured here: cell count max response;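 cells counted by Cell Tracker Red CMTPX staining in the red channel; peak over a dose series mostly up to 46.1 µM; percent activity relative to internal control wells on each plate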
An asterisk follows results filed as active; i = inactive; ? = inconclusive; . = no result given; [ ] = remark or other dose. % is set by controls: 0 for no effect and ±100 for the full control effect; potency is the fitted concentration of half-maximal effect. Not all compounds are listed; the hit share may differ from the screen's.

Values run as follows: S3 lipid droplet | S3 lipid droplet cell count max
O=C(Nc1ccc(Cl)cc1)N1CCC(c2nc(-c3ccc(F)cc3)no2)CC1
    ? | .
CCOc1ccc2nc(NCCNS(=O)(=O)c3ccccc3)c(C#N)cc2c1
    ? | .
CCc1cc2c(NCc3ccco3)ncnc2s1
    ? | .
COc1ccc(-c2cc(C(=O)N3CCCC3)c3ccccc3n2)cc1OC
    1% | .
O=C(C1CCN(c2ncnc3c2nc2n3CCCCC2)CC1)N1CCN(c2ccccc2F)CC1
    i | .
CCOc1cccc(C(=O)Nc2ccccc2C(=O)N2CCN(C)CC2)c1
    ? | .
Cc1cc(C)c(C)c(S(=O)(=O)N2CCN(C(=O)CCc3nc4ccccc4c(=O)[nH]3)CC2)c1C
    ? | .
CS(=O)(=O)N(CC(=O)NC1CCCC1)c1ccc(Oc2ccccc2)cc1
    0% | -7
Cc1cccc(C)c1NC(=S)N(Cc1ccco1)C1CCN(C(C)C)CC1
    4% | 2
COc1ccc(CN2CCNC(=O)C2CC(=O)NCCN2CCCCC2=O)c(F)c1 (stereo not given)
    ? | .
NC(=O)C1CCN(C(=O)C2CCN(C(=O)Nc3ccccc3)CC2)CC1
    ? | .
CCN1C(=O)OC2(CCCCC2)C1(C)O (stereo not given)
    i | .
CCN1CCN(c2ccc(S(=O)(=O)N3CCCCC3)cc2NC(=O)c2cccc(C)c2[N+](=O)[O-])CC1
    11%[0.0737 µM] | 23
COc1ccccc1N(C)S(=O)(=O)c1ccc(Cl)c(C(=O)NNC(=O)c2ccccc2O)c1
    ? | .
O=S(=O)(c1ccc(F)c(F)c1F)N1CCN(C(=S)Nc2ccccc2)CC1
    6% | 5
Cc1csc(NC(=O)/C=C/c2ccc3c(c2)OCO3)n1
    ? | .
Cc1onc(-c2c(Cl)cccc2Cl)c1C(=O)n1nnc2ccccc21
    ? | .
Cc1ccc2c3c([nH]c2c1)C(=O)CC(C)(C)S3
    ? | .
COc1ccc(C(CNC(=O)c2ccc(S(=O)(=O)N3CCCC3)cc2)N2CCOCC2)cc1 (stereo not given)
    -30% | 8
CC(C)NCCCCOc1ccc(Br)cc1Cl
    ? | .
O=C(NCC1CC1)Nc1ccc(Cl)cc1
    ? | .
CCOc1ccc(NC(=O)CSc2nnc(CCNC(=O)c3ccc(OC)cc3)n2CC)cc1
    ? | .
O=C(CN1CCOCC1)Nc1ccc([N+](=O)[O-])cc1Br
    ? | .
Cc1nc(SCCO)c([N+](=O)[O-])[nH]1
    18% | 1
O=C(Nc1cc(-c2ccccc2)[nH]n1)c1ccccc1F
    16% | -3
C(=N\Nc1ncnc2sc3c(c12)CCC3)/c1cccs1
    -13% | -8
CCOC(=O)C1=C(C)Nc2ccccc2N=C1NC(=O)c1cc(C)on1
    ? | .
Cc1cccc(N2C(S)=C(C#N)C(=O)NC2c2cccs2)c1 (stereo not given)
    ? | .
COc1ccccc1/C=C/CN1CCN(Cc2ccc(F)cc2)C(CCO)C1 (stereo not given)
    12% | .
Cc1cc(S(=O)(=O)N2CCCCC2)ccc1OCC(=O)N1CCCC1
    ? | .

Sorted by length of the SMILES (ascending): part of the list above
Values run as follows: S3 lipid droplet | S3 lipid droplet cell count max
O=C(Nc1ccc(Cl)cc1)N1CCC(c2nc(-c3ccc(F)cc3)no2)CC1
    ? | .
Cc1cc(C)c(C)c(S(=O)(=O)N2CCN(C(=O)CCc3nc4ccccc4c(=O)[nH]3)CC2)c1C
    ? | .
CCN1CCN(c2ccc(S(=O)(=O)N3CCCCC3)cc2NC(=O)c2cccc(C)c2[N+](=O)[O-])CC1
    11%[0.0737 µM] | 23

The main list resumes, repeating the 5 entries before the break.
Values run as follows: S3 lipid droplet | S3 lipid droplet cell count max
C(=N\Nc1ncnc2sc3c(c12)CCC3)/c1cccs1
    -13% | -8
CCOC(=O)C1=C(C)Nc2ccccc2N=C1NC(=O)c1cc(C)on1
    ? | .
Cc1cccc(N2C(S)=C(C#N)C(=O)NC2c2cccs2)c1 (stereo not given)
    ? | .
COc1ccccc1/C=C/CN1CCN(Cc2ccc(F)cc2)C(CCO)C1 (stereo not given)
    12% | .
Cc1cc(S(=O)(=O)N2CCCCC2)ccc1OCC(=O)N1CCCC1
    ? | .
COc1ccc2c(c1)c(CC(=O)Nc1cc(C)ccc1C)c(C)n2C(=O)c1ccc(Cl)cc1
    ? | .
CC(C)CC(N=C1NC(C)(C)Cc2ccccc21)C(=O)O (stereo not given)
    2% | -1
CC(C)C1C(C#N)=C(N)Oc2n[nH]c(C(C)(C)C)c21 (stereo not given)
    7% | 2
CC(CCc1ccccc1)NC(=O)CCCCCNc1nc(=S)[nH]c2ccccc12 (stereo not given)
    ? | .
O=C(Oc1cccc2cccnc12)c1ccc(Br)o1
    ? | .
O=C1C=Cc2ccccc2/C1=C/c1[nH]c(=O)[nH]c1O
    6% | 2
COc1ccc(Cl)cc1S(=O)(=O)Nc1ccc(Cl)cn1
    -7% | 3
Cc1nc(=O)c(-c2ccccc2)c(C)n1-c1cccc(/C=C/C(=O)O)c1
    -4% | 3
Cc1ccc(N2C(=O)Nc3ccccc3C2(O)C(=O)N2CCN(c3ccccn3)CC2)cc1C (stereo not given)
    ? | .
COCCNC(=O)Cn1nc(-c2ccccc2)c2ccccc2c1=O
    -1% | 2
CSCCC(NC(=O)COc1ccccc1)C(=O)N(C)Cc1cccc(F)c1 (stereo not given)
    ? | .
O=C(CNC(=O)c1ccc(Cl)cc1)NCc1ccccn1
    i | -7
N#Cc1ccc(COC(=O)c2cccnc2Cl)cc1
    ? | .
Cn1c(SCC(=O)N/N=C/c2ccncc2)nc2ccccc21
    2% | 12
O=C(O)c1cccc(NC(=S)NC(NC(=O)c2ccco2)C(Cl)(Cl)Cl)c1 (stereo not given)
    -7% | 5
O=C(NCc1cccs1)C1CC(c2ccccc2O)=NO1 (stereo not given)
    -5% | 2
O=[N+]([O-])c1cc(Br)c(OCc2nnc(-c3ccccc3)o2)c(Br)c1
    ? | .
CSc1nc(-c2ccc(Cl)cc2)c(C#N)c(=O)n1C
    ? | .
CCOc1ccc(C(=O)NCc2ccncc2)cc1
    13% | -1
O=C(Nc1ccccc1N1CCN(C(=O)c2ccc(Cl)cc2)CC1)c1cc(Br)ccc1Cl
    8% | -19
CC1CCCC(C)N1C(=O)CSc1nnc(CSc2ncccn2)n1C (stereo not given)
    ? | .
CCOC(=O)C1C(=O)C=C(/C=C/c2ccc(N(C)C)cc2)CC1c1ccccc1 (stereo not given)
    ? | .
CCOc1ccc(Cn2nnc(C(=O)NCCc3ccc(Cl)cc3)c2N)cc1
    18µM* | 1.3*
CCC(C)N(C(=O)c1csnn1)C(C(=O)NC1CCCC1)c1ccccc1F (stereo not given)
    ? | .
O=C(CCNC(=O)C1CCN(S(=O)(=O)c2ccccc2)CC1)Nc1ccccc1
    ? | .
COCCN=c1scc(-c2cc(OC)c(OC)c(OC)c2)n1/N=C/c1c(C)[nH]c2ccccc12
    ? | .
CSC1=C(C#N)C(c2ccccc2Cl)C(C(=O)c2cccs2)C(O)(C(F)(F)F)N1 (stereo not given)
    28% | -10
CCN1CCN(Cc2nc3c(c(=O)[nH]c(=O)n3C)n2Cc2ccccc2Cl)CC1
    9% | 6
CCCC(=O)c1ccc(N2CCN(C(=O)OCC)CC2)c(F)c1
    ? | .
O=C(COC(=O)c1cc2ccccc2oc1=O)Nc1ccc(F)cc1F
    -11% | 4
CC1CCN(S(=O)(=O)c2cc(C(=O)N3CCN(c4ncccn4)CC3)ccc2Br)CC1
    -18% | -2
Cc1ccc(C(=O)O)cc1NC(=S)NCCc1ccccc1
    ? | .
CCc1ccc(OCC(=O)NNC(=O)c2ccc(NC(=O)C3CC3)cc2)cc1
    -20% | 2
CNS(=O)(=O)c1cc(NC(=O)CCNC(=O)c2ccco2)ccc1C
    ? | .
Cc1ccccc1OCCOCCN1CCCCCC1
    ? | .
Cc1cc(C)c[n+](C[n+]2cc(C)cc(C)c2)c1
    -5% | 11
COc1ccccc1C(=O)Nc1ccc2[nH]ncc2c1
    i | 1
CCOC(=O)N1CCN(C(=O)c2cc(OC)c(OC)c(OC)c2)CC1
    i | 53
COc1ccc(CNC(=O)C2CCN(S(C)(=O)=O)CC2)cc1
    -11% | -4
O=C(CSc1c(Cl)cccc1Cl)N1CCC(c2nc3ccccc3s2)CC1
    7% | 17
CN(C)S(=O)(=O)c1ccc(C(=O)OCC(=O)NC(=O)NCc2ccccc2)cc1
    ? | .
COc1ccc(C(CCNC(C)c2ccccc2)C(C)C)cc1 (stereo not given)
    ? | .
O=C(CCNC(=O)c1ccc([N+](=O)[O-])cc1)Nc1ccc(N2CCOCC2)cc1N1CCOCC1
    ? | .
CCOc1ncccc1C(=O)N1CCCSC1=Nc1ccc(C(C)=O)cc1
    i | .
N#Cc1ccc(Cl)cc1NC(=O)COC(=O)c1ccc(S(=O)(=O)N2CCCC2)cc1
    ? | .
O=C(Nc1ccccn1)NC1CCS(=O)(=O)C1 (stereo not given)
    ? | .
CN(c1ccccc1C(=O)Nc1ccc2c(c1)n(C)c(=O)n2C)S(C)(=O)=O
    ? | .
O=C(Nc1c2c(nn1-c1ccc(Cl)cc1)CS(=O)(=O)C2)c1ccc2c(c1)OCO2
    ? | .
O=C(O)CCc1n[nH]c(=S)[nH]c1=O
    6% | -3
CC1CCCC(C)N1/N=C/c1ccc(Cl)cc1 (stereo not given)
    i | .
Brc1ccc(Nc2ncnc3[nH]ncc23)cc1
    -6% | -4
O=C(Nn1cnc2ccccc2c1=O)c1ccc(Br)cc1
    19% | 21
Cc1ccc(C(=O)CNc2ccc(C)cc2C)cc1
    3% | -21
COc1ccc(CNC(=O)c2cc(=O)c3ccc(C)c(C)c3o2)cc1
    11% | -11
COc1cccc(CNC(=O)CC(NC(C)=O)c2ccccc2)c1 (stereo not given)
    2% | -2
O=C(CN1CCN(Cc2ccccc2)CC1)N/N=C/c1cccnc1
    -5% | 3
CN1CC(c2ccc(Cl)c(Cl)c2)[C@@]2(COc3ccccc3C2=O)[C@@]12C(=O)Nc1ccccc12 (stereo not given in full)
    ? | .
NC(=NC(=O)c1ccc(Cl)cc1)N1N=CCC1c1ccccc1 (stereo not given)
    13% | -1
CCN(CC)CCC(=O)N1c2ccccc2Sc2ccc(Cl)cc21
    13% | 7
Fc1ccc(-c2n[nH]c(=S)n2/N=C/c2c[nH]c3ccccc23)cc1
    14% | 3

(further entries)
Structure,S3 lipid droplet,S3 lipid droplet cell count max
COc1ccc([N+](=O)[O-])cc1NS(=O)(=O)c1ccc(C)cc1,5%,10
COc1ccc2c(=O)c(-c3ccc(OC)c(OC)c3)coc2c1,10%,-13
CCOc1ccc(NC(=O)CSc2nnc(-c3ccoc3C)n2CC2CCCO2)cc1 (stereo not given),-1%,0
CCOC(=O)c1c(N)nn(C(=O)C(C)(C)C)c1-c1ccccc1,?,.
CN(C(=O)c1cc(COc2ccc(F)c(F)c2)on1)C1CCOC1 (stereo not given),?,.
O=C(CSc1nnc(-c2ccccc2)o1)N1CCOCC1,?,.
CCOC(=O)N1CCN(S(=O)(=O)c2ccc(F)c(C(=O)Nc3cccc(C)c3C)c2)CC1,?,.
COC(=O)c1ccc(NC(=O)c2cc(-c3ccccn3)nc3ccccc23)cc1,?,.
CCNS(=O)(=O)c1cccc(C(=O)c2c(C)cc3ccccn23)c1,-8%,14
O=C(NCCN1CCOCC1)c1ccc2c(c1)N(Cc1ccc(F)cc1)C(=O)c1ccccc1S2(=O)=O,i,.
CCn1c(SCC(=O)Nc2ccc(C)cc2)nc2sc3c(c2c1=O)CCN(C)C3,?,.
CCCNC(=S)Nc1ccc(Nc2ccccc2)cc1,?,.
COc1ccc(CCNC(=O)CSC2=NS(=O)(=O)c3cc(Cl)ccc3N2)cc1OC,?,.
Cc1ccc(Nc2nc(N)nc(CN3CCc4ccccc4C3)n2)cc1,?,.
CCCCOc1ccc(N(CC(=O)NCC2CCCO2)C(=O)CCC(=O)Nc2nccs2)cc1 (stereo not given),2%,17
O=C(N/N=C\C=C\c1ccc2c(c1)OCO2)c1ccc(F)cc1,3%,0
CCCn1c(C)cc(C(=O)COc2ncnc3sccc23)c1C,?,.
CCN1CCCC1CNc1ccc(S(C)(=O)=O)cc1[N+](=O)[O-] (stereo not given),?,.
C/C(=N/OCO/N=C(\C)c1ccc(F)cc1F)c1ccc(F)cc1F,7%,-1
Cc1ccc(-c2ccccc2[C@@H]2C[C@H]3CN(C)C(=O)[C@]34CCCN24)o1,?,.
Fc1cccc(NC(=S)N2CCn3cccc3C2c2cccnc2)c1 (stereo not given),5%,8
CC1=CC(C)(C)NC(=S)N1c1ccccc1,?,.
COc1ccccc1NC(=S)NNC(=O)c1cc(C)n(C)n1,?,.
O=C(c1ccccc1)C1CCN(C(=O)c2c(F)cccc2F)CC1,-10%,-4
OCCN1CCN(CC(O)COCc2ccc3c(c2)OCO3)CC1 (stereo not given),-3%,-7
CCOc1ccc(C2SCC(=O)N2c2c(C)n(C)n(-c3ccccc3)c2=O)cc1 (stereo not given),?,.
CC(=O)N1c2ccc(S(=O)(=O)N3CCC(C(=O)N4CCC(C)CC4)CC3)cc2CC1C (stereo not given),?,.
O=C(CNC(=O)c1ccncc1)N/N=C/c1ccc(O)cc1O,0%,23
CCCC/C(O)=C1\C(=O)CC(C)(C)CC1=Nc1ccccc1OC,?,.
CCOc1ccccc1-n1c(C)cc(C=O)c1C,?,.
O=C(CNC(=O)c1ccc2ccccc2c1)NCc1ccc(F)cc1,?,.
COC(=O)c1ccc(NC(=O)CN2C(=O)c3ccccc3S2(=O)=O)cc1,i,3
